# Screening data (PubChem BioAssay)
# P. falciparum M17LAP = P. falciparum M17LAP inhibitors, primary screen, biochemical, fluorogenic H-Leu-NHMec substrate, 1536-well (AID 1619); Leucine aminopeptidase (Plasmodium falciparum (isolate 3D7)); recombinant M17LAP, H-Leu-NHMec fluorogenic kinetic assay; higher % means a stronger effect; inhibition, % at 30 µM; hits with a dose series show IC50 in µM; hit rate 0.38% among 220,000;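 active = compound inhibiting the enzyme by more than half at any dose during confirmatory dose-response retesting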;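 note: plate controls were full reaction with DMSO carrier for no effect and no enzyme background for full effect; strong numbers were not always called active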
# bCat nuc transl = modulators of beta-catenin nuclear translocation, primary screen, imaging, HeLa cells, immunofluorescence, high-content; nuclear translocation activity, % at 5 µM; hit rate 0.3% among 190,000; AID 1665, 2009;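 active = nuclear translocation activity above 50% at 5 µM, with a well cell count of 50 or more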;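 note: per-cell ratio of nuclear to cytoplasmic median beta-catenin stain intensity; plate controls were DMSO negative control for no effect and GSK-3 inhibitor IX positive control for full effect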
#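 Test system: human HeLa cells, native beta-catenin. Compound dosing: 5 µM primary single dose, 0.1% DMSO, 0.02–20 µM confirmation series. Incubation: compound exposure 24 h at 37°C. Detection: beta-catenin immunostaining with DAPI counterstain, 20x imaging, 6 fields/well. Read-out basis: Nuclear/cytoplasmic beta-catenin signal ratio, % activation.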
# Autophagy HCS = autophagy modulators in MEF cells, primary screen, imaging, high-content, MEF GFP-LC3 | hit rate 0.98% among 190,000 | calls only at 10 µM (by protocol) | AID 463193, 2010 | MEF GFP-LC3 puncta imaging; test concentration mostly 10 µM;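 active = percentage of spot-positive cells more than 3 SD above its plate mean, without a fluorescence outlier flag or 80% toxicity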;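 note: spot-positive cell cutoff set from DMSO-treated cells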
# Dynein transport = inhibitors of GR-EGFP nuclear translocation, primary screen, dynein cargo transport inhibitor project, imaging, high-content, 3617.4 mouse cells | test concentration mostly 20 µM; stimulated with dexamethasone, 1 µM; stronger effect = lower value | z-score, hits read low | hit rate 0.47% among 220,000 | AID 1381, 2008;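 active = plate z-score of nuclear minus cytoplasmic receptor signal below a set negative limit, without overly bright fluorescence or cell loss, cut at about -3.5 in these data, passing the limit was not always enough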;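 note: z-score of nuclear minus cytoplasmic ring GR-EGFP intensity difference per well; some compounds called inactive have numbers as strong as hits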
#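 Buffer or medium: tetracycline-free induction medium containing charcoal-stripped FBS / Reagent: dexamethasone agonist, 1.0 µM final, for 30 min / Technique: automated 10x imaging of fixed Hoechst-stained cells / Times: induction 48 h, compound 1 h, agonist 30 min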
# NOD1 inhibition = NOD1 signaling inhibitors, primary screen, cell-based, luminescence, uHTS (AID 1578); inhibition, % at 4 µM; hits with a dose series show EC50 in µM; NOD1-driven NF-kB luciferase reporter cells, luminescence; higher % means a stronger effect; hit rate 1% among 290,000; in the data active = inhibition mostly above about 36%, no sharp cut-off; inactive = mostly below about 34%;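 note: HEK-293T reporter cells stimulated with the NOD1 agonist gamma-tri-DAP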
# NOD2 inhibition = NOD2 signaling inhibitors, cell-based, luminescence, uHTS, HEK293 (AID 1566); HEK293 NOD2/NF-kB luciferase reporter, luminescence; higher % means a stronger effect; inhibition, % at 4 µM, or EC50 in µM where a hit was titrated; hit rate 0.63% among 290,000; in the data active = inhibition above about 50%; note: many of its hits are not listed in these tables
# Ins promoter up = insulin promoter activators in MIN6 cells, imaging, high-content screening, mouse beta cells; MIN6 insulin promoter-GFP reporter; stronger effect = higher value; z-score at 5 µM; hit rate 0.3% among 190,000; AID 1625, 2009;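 active = z-score above 3 at 5 µM with at least 500 cells counted in the well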
# MT stabilizer = microtubule stabilizers in HeLa cells, primary screen, imaging, high-content imaging. HeLa tubulin immunostaining HCS, 24 h; share of cells brighter than vehicle mean+2SD. % tubulin-high responders, % at 10 µM. hit rate 0.83% among 200,000;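 active = plate Z-score above 3 for both tubulin-high and condensed-nucleus cell shares, with cell loss under 80%, at 10 µM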;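 note: anti alpha tubulin signal scored within the nucleus-defined area of each cell; some results filed as inactive read as strong as hits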
# Yfh1-off respiration = enhancers of respiration in Yfh1-depleted yeast, dose response, Friedreich's ataxia, plus single-dose screen (AID 1465) | S. cerevisiae Yfh1-off respiration, WST-1 reduction, 72 h; higher fold induction means a stronger effect | fold induction at 50 µM; hits with a dose series show EC50 in µM | hit rate 0.074% among 220,000;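 active = fold induction of absorbance versus untreated yeast above a set limit, then at least 30% activation at any dose in follow-up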;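 note: activators that raise dye reduction in frataxin-depleted yeast; strong numbers were not always called active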
# Dynein transport cytoplasmic EGFP = recorded beside Dynein transport, whose call it bears; z-score; measured here: cytoplasmic GR-EGFP intensity; stronger effect = higher value
# Dynein transport nuclear GR-EGFP = also measured in Dynein transport; calls as there; z-score; measured here: nuclear GR-EGFP intensity;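 lower value marks the stronger effect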
# Dynein transport cell count = further read-out of Dynein transport, marked with its call; z-score; measured here: cell count per field
# Ins promoter up cell count = second read-out of Ins promoter up, no call of its own (marks repeat the call); cell count; measured here: cytotoxicity, nuclei count;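 total cells summed across four imaged fields per well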
# bCat nuc transl cell count 5 µM = second read-out of bCat nuc transl, no call of its own (marks repeat the call); cell count; measured here: cell count, cytotoxicity flag
# MT stabilizer Hoechst-high % = recorded beside MT stabilizer, whose call it bears; % Hoechst-high responders; measured here: nuclear condensation Hoechst responders;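 share of cells brighter than vehicle mean plus two SD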
# MT stabilizer cytotoxicity % = also measured in MT stabilizer; calls as there; toxicity, %; measured here: cytotoxicity by cell density;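 0% = mean cell density of plate MIN control wells and 100% = no cells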
# Autophagy HCS cell loss 18 h = recorded beside Autophagy HCS, whose call it bears; toxicity, %; measured here: cell loss, nuclei count;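 cell loss after 18 h compound exposure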
# * hit, by the source's call; i = inactive; · = no result given. Not all compounds are listed; rates above refer to the full screens.
SMILES,P. falciparum M17LAP,bCat nuc transl,bCat nuc transl cell count 5 µM,Autophagy HCS,Autophagy HCS cell loss 18 h,Dynein transport,Dynein transport cytoplasmic EGFP,Dynein transport nuclear GR-EGFP,Dynein transport cell count,NOD1 inhibition,NOD2 inhibition,Ins promoter up,Ins promoter up cell count,MT stabilizer,MT stabilizer Hoechst-high %,MT stabilizer cytotoxicity %,Yfh1-off respiration
COc1cccc(N=C2SC(C(=O)Nc3ccc(F)cc3)CC(=O)N2C)c1 (stereo not given),-6%,-5.0,1252,i,22,1.7,0.26,0.41,0.087,0%,5%,0.28,1190,4.0,2.9,16,i
O=C(COc1cccc2c1CCN(Cc1ccc(Br)cc1)C2=O)NCc1ccco1,-1%,-2.0,1114,i,-1,-0.16,-0.22,-0.28,0.027,-3%,10%,0.16,1347,4.0,3.1,5.1,·
Cc1cc(Oc2ccc(-c3nnc(-c4ccccc4)o3)cc2[N+](=O)[O-])ccc1Cl,-2%,1.3,1062,i,2,0.7,-0.19,0.48,-1,-37%,8%,0.44,1336,3.8,2.1,2.4,i
COC(=O)C(C)Nc1cccc(Br)c1 (stereo not given),-13%,-0.5,1335,·,·,0.11,-0.23,0.57,0.37,-9%,-14%,1.3,995,·,·,·,i
Cc1cc(C)c(NC(=O)COC(=O)c2ccc([N+](=O)[O-])s2)c(C)c1,-5%,0.5,536,i,-5,1.1,-0.16,0.5,-1.6,2%,9%,0.33,1136,6.5,1.7,0.9,i
CNC(=O)CSc1nnc(-c2cccc(S(=O)(=O)N3CCOCC3)c2)n1-c1ccc(F)cc1,7%,-0.9,1079,i,-3,0.51,-0.27,0.26,0.058,-19%,-2%,·,·,3.4,2.9,20,i
O=c1ccn(Cc2ccccc2Cl)cc1,1%,0.1,1051,i,3,1.6,-0.21,1.1,-1.2,-6%,15%,0.51,1209,3.5,2.3,6.1,i
Cc1ccc(-n2c(=O)c3sccc3n(Cc3cc(=O)n4cc(Cl)ccc4n3)c2=O)cc1F,-2%,3.5,1004,i,-6,-0.26,-0.27,-0.38,0.49,-25%,-5%,-0.4,1550,3.3,1.7,11,i
S=c1[nH]nc(-c2ccc(Cl)cc2)n1-c1cccnc1,4%,0.2,1279,·,·,-0.9,-0.12,-0.066,0.8,-1%,1%,0.31,1057,·,·,·,i
COc1ccc(C2CC(c3ccccc3)=NN2C(=O)COC(=O)c2cccnc2)cc1 (stereo not given),6%,-0.9,1053,i,-2,1.2,-0.12,0.62,-0.5,-20%,2%,-0.58,1383,3.8,1.3,8.7,i
COc1ccc(-c2csc(N(CC3CCCO3)C(=O)c3cccs3)n2)cc1 (stereo not given),5%,0.1,1149,i,3,-0.2,-0.018,0.13,0.059,22%,29%,0.9,943,2.1,1.9,3.1,i
CCc1ccc(CNCc2ccc(OCC(O)CN(C)Cc3ccccc3)cc2)nc1 (stereo not given),7%,2.1,945,i,18,-0.96,-0.33,-0.38,0.87,26%,23%,-2.8,1280,1.9,2.0,3.1,i
COc1ccc(NC(=O)c2cc(C)on2)cc1,5%,-1.7,1120,i,5,-0.044,-0.16,0.81,-1.9,-35%,-54%,-0.01,1195,1.0,2.1,5.3,i
C/C(=N\NS(=O)(=O)c1ccccc1)c1ccccc1,-12%,0.9,1536,i,-4,0.74,-0.14,0.055,-0.21,-29%,-16%,0.63,1580,2.1,2.1,9.4,i
O=C(Nc1ccccc1OC(F)(F)F)c1ccc([N+](=O)[O-])cc1,-6%,0.8,1031,i,2,-0.044,6.3,0.7,-1.9,-26%,9%,-0.44,1408,1.5,1.3,2.2,i
C/C=C/C=C/C(=O)N1CC2(CC(c3cccc(NC(=O)/C=C/C)c3)=NO2)C[C@@H]1C(N)=O (stereo not given in full),-9%,-2.0,1186,·,·,-0.59,-0.76,-0.028,0.26,-2%,12%,0.47,715,·,·,·,i
CN(C(=O)c1cccc(C#N)c1)c1nnc(-c2cnccn2)s1,-1%,4.6,1041,i,17,-0.051,-0.45,0.29,0.51,0%,15%,0.07,1220,2.5,2.4,1.5,i
Brc1ccc(CSc2ccc3nnc(-c4ccccn4)n3n2)cc1,0%,0.2,1074,i,4,0.14,-0.26,0.2,-0.18,-52%,6%,-0.34,1249,1.4,1.7,0.4,i
COc1ccc(NC(=O)c2ccc(OC)cc2)cc1,-2%,-0.2,863,i,17,-1.4,-0.26,-0.46,3.9,-52%,-90%,0.25,1193,2.4,2.9,8.6,i
Cc1noc(/C=C/N(C)C)c1S(=O)(=O)N1CCCC(C(=O)N2CCCCC2)C1 (stereo not given),35%,1.2,1116,·,·,-1.4,-0.27,-0.63,0.41,-9%,20%,0.43,1949,5.9,2.0,9.2,i
Cc1ccc2c(c1)NC(=O)C(CC(=O)NCCCN1CCCC1)O2 (stereo not given),2%,·,·,i,-5,-1.5,-0.2,-0.68,0.59,0%,26%,-0.9,935,5.7,2.8,5.7,i
O=C(O)c1ccc(N/N=C/c2cn(-c3ccccc3)nc2-c2cccs2)cc1,-3%,2.2,1080,i,7,0.19,-0.093,-0.046,0.00056,-48%,-108%,0.92,1083,3.6,1.8,2.6,i
O=C(COc1ccccc1)NCC(=O)N/N=C/c1cc(Br)ccc1OCc1ccccc1,10%,5.1,482,i,11,1.4,-0.21,1.3,-1.7,20%,20%,-0.02,1124,4.1,1.5,12,i
O=C(Cc1ccc(S(=O)(=O)N2CCOCC2)s1)Nc1ccccc1N1CCOCC1,-5%,-1.6,1103,i,14,-0.057,-0.36,0.16,0.26,9%,26%,-1.3,1040,2.5,2.8,3.7,i
COc1ccc(-c2nnc(SCC(=O)NC(=O)NCc3ccccc3)o2)cc1,1%,·,·,i,4,0.068,-0.41,-0.26,-0.058,16%,20%,0.4,988,1.6,1.6,18,i
N#Cc1cc2c(nc1SCC1COc3ccccc3O1)CCC2 (stereo not given),10%,3.6,943,i,39,0.081,-0.12,0.53,0.17,-93%,-42%,-0.05,1297,1.4,3.3,11,i
CCOc1ccc(C(=O)NCc2ccncc2)cc1OCC,7%,-4.5,918,i,-7,-0.4,-0.2,0.14,0.4,-34%,0%,-0.03,1292,3.4,1.8,4.2,i
CCC(C(=O)NCc1ccco1)N(C(=O)CNS(=O)(=O)c1ccccc1)c1ccccc1C (stereo not given),2%,-0.8,1519,i,4,0.43,-0.35,-0.32,0.58,-19%,-2%,-0.68,1438,1.1,1.0,4.6,i
COc1ccccc1N1CCN(C(=O)CSc2ccc3c(C)cc(C)nc3n2)CC1,12%,-0.5,1063,i,12,2.2,-0.18,2.1,-2.3,-11%,24%,-0.72,1088,2.9,21,98,i
CCOC(=O)CC(=O)CSc1nc2c(cc1C#N)CCCCCC2,4%,-4.8,852,·,·,·,·,·,·,22%,10%,0.82,1573,·,·,·,i
CCOC(=O)c1cc2c(=O)n3ccccc3nc2n(CCCOC)c1=NC(=O)c1ccncc1,-33%,-3.6,1126,i,-5,-0.28,-0.15,0.44,-0.16,-11%,-11%,-1.1,1645,2.4,1.5,7.5,i
O=C(O)CSc1nnc(CNc2ccc(Cl)cc2)n1Cc1ccccc1,25%,-5.9,1133,i,-2,-0.039,-0.077,-0.19,0.31,14%,-9%,0.09,814,1.8,1.9,4.1,i
O=C(OCCNC(=O)c1cc2ccccc2oc1=O)c1cccnc1,-3%,-2.2,928,i,-6,-0.43,-0.13,-0.57,0.75,-14%,10%,-0.23,1509,3.3,2.9,7.1,i
O=C(Nc1ccccc1C(=O)O)c1ccc(Br)c(S(=O)(=O)NCc2ccccc2)c1,28%,-0.6,1591,i,20,0.084,-0.22,-0.087,0.092,-1%,48%,0.13,1131,2.6,2.6,0.5,i
Cc1cccc(N2CC3=C(C2=O)C(c2ccccc2)NC(=O)N3C)c1 (stereo not given),9%,-3.2,1160,i,13,0.39,-0.17,0.62,-0.53,-23%,12%,-0.5,1257,5.4,2.1,10,i
CCc1ccc(N/C(SC)=C(/C#N)C(N)=O)cc1,-3%,0.3,1368,i,-3,-0.72,-0.1,-0.48,0.17,-5%,8%,0.47,1594,3.3,1.4,8.5,i
Cc1ccc(N(C(C)C(=O)Nc2c(C)n(C)n(-c3ccccc3)c2=O)S(C)(=O)=O)cc1C (stereo not given),-6%,-7.5,1084,i,0,-0.62,-0.12,-0.36,0.65,-36%,6%,0.15,1641,2.7,3.6,3.9,i

# Pulled by compound from above:
SMILES,P. falciparum M17LAP,bCat nuc transl,bCat nuc transl cell count 5 µM,Autophagy HCS,Autophagy HCS cell loss 18 h,Dynein transport,Dynein transport cytoplasmic EGFP,Dynein transport nuclear GR-EGFP,Dynein transport cell count,NOD1 inhibition,NOD2 inhibition,Ins promoter up,Ins promoter up cell count,MT stabilizer,MT stabilizer Hoechst-high %,MT stabilizer cytotoxicity %,Yfh1-off respiration
CCOC(=O)c1cc2c(=O)n3ccccc3nc2n(CCCOC)c1=NC(=O)c1ccncc1,-33%,-3.6,1126,i,-5,-0.28,-0.15,0.44,-0.16,-11%,-11%,-1.1,1645,2.4,1.5,7.5,i
CCC(C(=O)NCc1ccco1)N(C(=O)CNS(=O)(=O)c1ccccc1)c1ccccc1C (stereo not given),2%,-0.8,1519,i,4,0.43,-0.35,-0.32,0.58,-19%,-2%,-0.68,1438,1.1,1.0,4.6,i
Cc1cccc(N2CC3=C(C2=O)C(c2ccccc2)NC(=O)N3C)c1 (stereo not given),9%,-3.2,1160,i,13,0.39,-0.17,0.62,-0.53,-23%,12%,-0.5,1257,5.4,2.1,10,i
